Screening data (PubChem)
Epigenetic derep: Quantitative High-Throughput Screen for Regulators of Epigenetic Control; murine LDR cells, GFP reporter derepression, 30 h; Potency, µM (top dose mostly 53.9 µM), for inactives: at the highest dose GFP activation, usual class: activators; 280,000 tested, 0.2% active; AID 1865, 2009; also: potency is read from the fitted curve at half-maximal effect; % of control where 0% means no effect; nearly all actives have a fitted effect of over 60% in size
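Derepression of a silenced CMV-GFP reporter in murine LDR cells is scored by enumerating GFP-positive cells with a laser-scanning microplate cytometer after 30 hours of treatment at 37 C.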
NPSR antag: qHTS Assay for Antagonists of the Neuropeptide S Receptor: cAMP Signal Transduction; CHO-NPSR cells, cAMP TR-FRET, antagonist mode; Potency, µM (doses to about 38.3 µM), without a hit: at the top dose activity change, negative = inhibition, hits mostly inhibitors; 220,000 tested, 1% active; Q6W5P4; also: potency is read from the fitted curve at half-maximal effect; % is scaled to controls: 0 for no effect and ±100 for the full control effect; nearly all actives have a fitted effect of over 50% in size; many of its hits are not listed in these tables
Target sequence (Q6W5P4 whole entry, looked up): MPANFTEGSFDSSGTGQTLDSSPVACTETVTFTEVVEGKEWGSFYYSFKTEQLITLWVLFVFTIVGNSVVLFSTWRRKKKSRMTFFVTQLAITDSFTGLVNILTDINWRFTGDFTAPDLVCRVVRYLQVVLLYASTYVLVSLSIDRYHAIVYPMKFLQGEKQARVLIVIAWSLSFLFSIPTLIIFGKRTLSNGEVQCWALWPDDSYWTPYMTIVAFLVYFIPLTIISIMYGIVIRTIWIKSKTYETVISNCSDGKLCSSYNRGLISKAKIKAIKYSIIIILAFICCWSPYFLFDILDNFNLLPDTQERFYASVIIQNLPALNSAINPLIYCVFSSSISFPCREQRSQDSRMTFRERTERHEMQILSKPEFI
IMPase Li cell: qHTS Assay for Identifying the Cell-Membrane Permeable IMPase Inhibitors: Potentiation with Lithium | CHO-M1 cells, IP1 TR-FRET (IP-One), carbachol + lithium | Potency, µM (top dose mostly 59.4 µM), for inactives: top-dose activity, negative = IMPase inhibition, usual class: inhibitors | 210,000 tested, 0.35% active | AID 1457, 2008;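 also: IP1 builds up when IMPase is blocked and the TR-FRET signal falls; potency is read from the fitted curve at half-maximal effect; plate controls were basal vehicle for no effect and high inhibitor control for full effect; nearly all actives have a fitted effect of over 50% in size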
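Steps: plate 2000 CHO-M1 cells per well and culture 16–30 h; add compound and lithium; incubate 30 min, 37C; add d2-IP1 tracer and Eu cryptate anti-IP1 antibody in lysis buffer; read after 10 min at room temperature.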
CBFb RUNX1 block: qHTS Assay for Compounds Blocking the Interaction Between CBF-beta and RUNX1 for the Treatment of Acute Myeloid Leukemia; Runt-related transcription factor 1 (Homo sapiens) + Core-binding factor subunit beta …; AlphaScreen CBFb-His/RUNX1-biotin binding, biochemical; Potency, µM (titrated, usually from 59.8 µM), for inactives: top-dose activity, negative = inhibition, hits mostly inhibitors; 230,000 tested, under 10 active; AID 1477, 2009; also: % of control where 0% means no effect
Target sequence (Q01196 whole entry, looked up): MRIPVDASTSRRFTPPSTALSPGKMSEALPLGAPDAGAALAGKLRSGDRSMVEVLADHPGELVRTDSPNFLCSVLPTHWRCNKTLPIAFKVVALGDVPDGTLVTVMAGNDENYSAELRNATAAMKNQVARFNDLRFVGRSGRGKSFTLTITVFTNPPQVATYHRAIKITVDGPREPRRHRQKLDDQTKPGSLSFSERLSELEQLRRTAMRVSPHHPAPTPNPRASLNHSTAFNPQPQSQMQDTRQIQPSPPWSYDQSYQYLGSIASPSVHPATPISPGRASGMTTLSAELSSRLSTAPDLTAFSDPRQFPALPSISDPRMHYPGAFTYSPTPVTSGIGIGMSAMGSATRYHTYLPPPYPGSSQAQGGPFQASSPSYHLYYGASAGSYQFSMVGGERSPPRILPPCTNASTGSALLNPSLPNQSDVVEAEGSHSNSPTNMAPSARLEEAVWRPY
Target sequence (Q13951 whole entry, looked up): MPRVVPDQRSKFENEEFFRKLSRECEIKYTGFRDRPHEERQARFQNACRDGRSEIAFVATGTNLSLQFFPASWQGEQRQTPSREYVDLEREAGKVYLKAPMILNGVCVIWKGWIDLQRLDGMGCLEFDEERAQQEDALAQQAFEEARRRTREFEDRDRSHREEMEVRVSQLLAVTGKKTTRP
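Compounds were screened at multiple concentrations against a preformed CBF-beta(His)/RUNX1(biotin) complex (30 nM of each) for 15 min at room temperature, followed by 90 min with nickel and streptavidin beads and AlphaScreen reading.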
HTT aggregate: qHTS Multiplex Assay to Identify Dual Action Probes in a Cell Model of Huntington: Aggregate Formation (GFP); 220,000 tested, 1.1% active; PC12 HttQ103-GFP aggregates, Acumen cytometry, 40 h; Potency, µM (highest dose often 46.1 µM), for the others: at the top dose activity change, negative = inhibition, usual class: inhibitors; also: potency is read from the fitted curve at half-maximal effect; % is scaled to controls: 0 for no effect and ±100 for the full control effect; nearly all actives have a fitted effect of over 60% in size
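Aggregate formation scored by laser-scanning cytometer (488 excitation, 500–530 emission) in lysed PC12 cells expressing Q103-GFP after 100 nM tebufenozide induction; library tested in dose series, with ATPLite reagent added in the multiplex.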
Lamin A splicing: qHTS Assay for Modulators of Lamin A Splicing; HeLa LMNA splicing GFP/RFP minigene ratio, 48 h; Potency, µM (doses to about 46.1 µM), inactives show top-dose ratio change, negative = inhibition, actives largely listed as inhibitors; 200,000 tested, 0.01% active; AID 1487, 2009; active = well fitted inhibition curve with a large enough effect in the signal ratio, with a control signal flat, not every such curve was filed as active; inconclusive = small, poorly fitted or top-dose-only effect, or effect the other way, or a change in a side signal; the % refers to the signal ratio; also: potency is read from the fitted curve at half-maximal effect; % is scaled to controls: 0 for no effect and ±100 for the full control effect
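S3 HeLa stable clones carrying a lamin A-EGFP splicing minigene plus DsRed2 were seeded at 600 cells/well in Opti-MEM with 2% FBS, pin-dosed and incubated 48 h at 37°C. Acumen cytometry (488 nm) gave the GFP/RFP total-intensity ratio.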
KinaseGlo FLuc: Counterscreen for Luciferase (Kinase-Glo TM) Inhibition; Luciferin 4-monooxygenase (Photuris pensylvanica), Q27757; Kinase-Glo luciferase, ATP luminescence, 8 min; Potency, µM (top dose mostly 38.3 µM), inactives show top-dose activity change, negative = inhibition, usual class: inhibitors; 200,000 tested, 0.28% active; AID 1379, 2008; also: potency is read from the fitted curve at half-maximal effect; % is scaled to controls: 0 for no effect and ±100 for the full control effect; nearly all actives have a fitted effect of over 60% in size
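Compounds were added to a substrate mix at pH 7.2 (50 mM imidazole, 10 uM ATP, within the enzyme's linear range), followed by Kinase-Glo detection reagent; luminescence was measured after 8 minutes at ambient temperature.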
Active calls of the source: *; u = inconclusive; x = not tested or not shown; [ ] = remark or other dose. Unless noted, calls follow the shape of the dose curve; as a rule, active = well fitted curve in the direction sought with a large enough effect; inconclusive = small, poorly fitted or top-dose-only effect, or another doubt; inactive = no such curve, though single readings can be large; an effect the other way counts as inactive or inconclusive. A portion of the library (hit frequency here may not be typical).

SMILES	Epigenetic derep	NPSR antag	IMPase Li cell	CBFb RUNX1 block	HTT aggregate	Lamin A splicing	KinaseGlo FLuc
CC(=O)OC1CC2C(C)(C)C(O)C=C[C@@]2(C)C2CC[C@@]3(C)C(c4ccoc4)OC(=O)C4OC43[C@]12C (some centres not stated)	-2.6%	x	-5%	x	x	-1%	-3%
CN(C)C(=O)CN(c1ccc(F)c(Cl)c1)S(C)(=O)=O	-1.9%	5%[46.1 µM]	2%[38.3 µM]	-4%	-28%	0%	-4%
CCN(CC)C(=O)C1=C(C)NC(=S)NC1c1ccc(C)s1 (configuration not stated)	-5.1%	7%	11%	5%	22%	4%[46 µM]	4%
CC(C)(C)C(=O)COC(=O)c1cc2ccccc2cc1O	-2.9%	-17%[46.1 µM]	26%[38.3 µM]	7%	-7%	-1%	-5%
COc1cc(C)c(C#N)c(OC)n1	-1.0%	6%[46.1 µM]	5%[38.3 µM]	6%	-15%	3%	3%
CN(C)c1nc(N)c(C(=O)Nc2cccnc2)nc1Cl	0.0%	x	-5%	u	x	x	-11%
C/C(CC(C)(C)c1ccccc1)=N\NS(=O)(=O)c1ccccc1	5.3%	-10%	17%	8%	u	x	1%
COc1cc(/C=N/NC(=O)COc2ccccc2C)ccc1OC(=O)c1cccs1	-1.2%	-22%[46.1 µM]	-2%[38.3 µM]	-1%	-14%	0%	-5%
COc1cccc(C(=O)Nc2nnc(Cc3ccc(OC)c(OC)c3)s2)c1	1.4%	9%	x	6%	-15%[9.22 µM]	x	x
COCCSc1nnc(NC(=O)C2CC(=O)N(c3ccc(C)cc3)C2)s1 (configuration not stated)	-2.4%	-22%	10%	5%	11%	13%[46 µM]	0%
O=C(Nc1nnc(/N=C/c2ccco2)s1)c1ccc(F)cc1	1.0%	-13%[46.1 µM]	2%[38.3 µM]	-3%	-4%	5%	-13%
COc1ccc(NC(=O)COC(=O)c2ccc(OCc3c(C)noc3C)cc2)cc1OC	0.0%	-14%[46.1 µM]	6%[38.3 µM]	0%	-18%	8%	-1%
Cc1cc(=O)oc2cc(OCC(=O)OCC(=O)N(CCC#N)c3ccccc3)ccc12	-3.1%	9%	13%	-1%	17%	u	0%
CC1=CC(C)(C)n2c(O)c(N=NC(N)=S)c3cccc1c32	1.1%	7%	3%	-6%	12%	u	-1%
COc1ccc(Br)cc1S(=O)(=O)N1CC(C)OC(C)C1 (configuration not stated)	0.0%	-16%[46.1 µM]	15%	0%	-11%	-10%	7%

Individual results from the results shown:
Epigenetic derep result of `COc1cccc(C(=O)Nc2nnc(Cc3ccc(OC)c(OC)c3)s2)c1` stands at 1.4%
HTT aggregate result of `COc1ccc(Br)cc1S(=O)(=O)N1CC(C)OC(C)C1` (configuration not stated) stands at -11%

The list goes on:
SMILES	Epigenetic derep	NPSR antag	IMPase Li cell	CBFb RUNX1 block	HTT aggregate	Lamin A splicing	KinaseGlo FLuc
O=C(Nc1ccc(CCC(=O)N2CCCC2)cc1)c1ncn[nH]1	1.0%	2%[46.1 µM]	-3%[38.3 µM]	0%	1%	8%	-9%
COc1cc2c(cc1OC)C(C(=O)Nc1ccccc1N1CCN(C)CC1)C1c3ccccc3CCN1C2=O (configuration not stated)	-0.4%	-2%	-1%	-2%	19%	x	0%
Cc1ccc(/C=N\NC(=O)c2cc([N+](=O)[O-])cc([N+](=O)[O-])c2)o1	-1.6%	8%	-1%	4%	u	-12%	-1%
CCc1cc2c3c(c1)C(C)CC(C)(C)N3C(=O)C2=O (configuration not stated)	0.6%	u	-2%	-28%	u	u	0%
COc1cccc(-c2nnc3sc(-c4ccccn4)nn23)c1	-6.2%	u	17%[38.3 µM]	7%	-24%	u	-4%
Cc1ccc(NC(=O)CCNC(=O)c2ccc([N+](=O)[O-])cc2)cc1S(=O)(=O)N(C)C	3.2%	-2%	1%	-6%	2%	u	-2%
CN1C(=O)[C@@H]2[C@@H]3C[C@@H]([C@H]4ON=C(c5ccc(Cl)cc5)[C@@H]34)[C@@H]2C1=O	0.0%	24%[46.1 µM]	0%	7%	11%	-16%	2%
O=C(NN1C(=O)C2C3C=CC(C3)C2C1=O)c1ccco1 (configuration not stated)	-5.7%	4%	-9%	2%	11%	-3%	-1%
Cc1ccc(CN2CCN(Cc3ccccn3)CC2CCO)cc1 (configuration not stated)	-1.6%	-4%	12%	2%	21%[9.22 µM]	x	-2%
COc1ccc(/C=C(\C#N)C(=O)OCC(=O)NCc2ccccc2Cl)cc1	-0.2%	-5%	-1%	9%	-22%[9.22 µM]	x	x
O=C(/C=C/c1cccc(F)c1)N1CCc2ccccc21	11%	5%	-3%	22%	0%	-10%	u
Cc1cc([N+](=O)[O-])nn1CC(=O)N/N=C/c1ccc(O)cc1O	-2.9%	-10%	x	-27%	-14%[9.22 µM]	x	x
CC(C)C(c1nnnn1Cc1ccc(F)cc1)N1CCN(C2CCCC2)CC1 (configuration not stated)	0.0%	-9%	11%	2%	-6%[9.22 µM]	x	6%
CC(C)(C)c1cc(N)n2nc(C(C)(C)C)cc2n1	-4.3%	1%	5%	1%	11%[9.22 µM]	x	4%
CC1=N/C(=C\c2ccc([N+](=O)[O-])cc2)C(=O)N1c1cc(Cl)ccc1C	11%	-22%[46.1 µM]	-8%[38.3 µM]	-3%	-16%	17%	-2%
CCc1c(C)sc2nc(SCC(=O)Nc3cc(C)on3)n(CCOC)c(=O)c12	-4.7%	-3%[46.1 µM]	27%[38.3 µM]	0%	9%	7%	-5%
Cc1cc(/C=C(\C#N)c2nc3ccccc3[nH]2)c(C)n1C	6.3%	-21%	5%	u	6%	10%	-15%
O=C(Nc1cccc2ccccc12)c1cc2c(cc1Br)OCO2	6.1%	-7%	x	-2%	4%[9.22 µM]	x	x
c1coc(-c2nnc3n2C2(CCCC2)Cc2ccccc2-3)c1	2.9%	-17%[46.1 µM]	22%[38.3 µM]	23%	13%	12%	-1%
Cc1ccc(NS(=O)(=O)c2ccc(NC(=O)c3cccs3)cc2)c(C)c1	4.5%	-12%	21%	0%	22%	u	1%
CCOc1ccc(S(=O)(=O)NC(Cc2cnc[nH]2)C(=O)O)cc1 (configuration not stated)	-1.1%	8%	-2%	20%	10%	-3%[9.22 µM]	-4%
O=c1c2cc(NC(=S)N3CCCCC3)ccc2nc2n1CCCCC2	2.2%	11%	4%	-4%	-11%	x	-3%
O=C(NN1C(=O)c2ccccc2NC1c1ccoc1)c1ccc([N+](=O)[O-])cc1 (configuration not stated)	1.7%	2%	-3%	-2%	-9%	x	11%
CN1CCN(CC(=O)NN2CC(=O)N(c3ccc(F)cc3)CC2=O)CC1	0.2%	-8%	x	-4%	-2%[9.22 µM]	x	x
COc1cc(/C=C2/C(C)=C(C#N)c3nc(N)c(C#N)c(C)c32)ccc1OCC(=O)O	6.2%	-10%	-2%	-23%	2%[9.22 µM]	1%[46 µM]	-2%
NC(=O)C1CCN(C(=O)c2cnn(-c3ccccc3)c2NC(=O)c2ccco2)CC1	3.7%	-20%[46.1 µM]	6%[38.3 µM]	0%	2%	3%	3%
CCOC(=O)c1sc(N)c(C#N)c1COC(=O)CNC(=O)c1ccccc1	4.0%	-12%[46.1 µM]	3%[38.3 µM]	0%	-28%	-10%	1%
O=C(Nc1ccc2nc(-c3ccc(Br)o3)[nH]c2c1)c1ccco1	-1.4%	-18%[46.1 µM]	-3%[38.3 µM]	-3%	18%	-5%	-8%
COc1ccccc1/C=N/Nc1cc(C)nc(N2CCOCC2)n1	1.1%	-10%	x	-16%	-8%[9.22 µM]	x	x
Cc1cc(C)nc(N2CCC(CNC(=O)CCc3ccccc3)CC2)n1	-0.9%	-14%[46.1 µM]	-6%	4%	1%	-10%	3%
CC(=O)c1cccc(NC(=O)CSCc2ccccc2)c1	-1.2%	-13%[46.1 µM]	-6%[38.3 µM]	7%	33%	14%	0%
CCN(CC)CCNc1ccc2nnc(CCNS(=O)(=O)c3ccc(C)cc3)n2n1	-5.1%	17%	18%	-10%	5%	x	1%
NC(=S)NC1CCS(=O)(=O)C1 (configuration not stated)	-5.1%	13%	1%	0%	-3%	6%[46 µM]	2%
CSc1nc(-c2ccccc2)[nH]c(=S)c1C(C)=O	0.5%	-8%[46.1 µM]	21%[38.3 µM]	2%	-1%[9.22 µM]	6%	2%
O=C(Nc1nonc1NC(=O)c1cccs1)c1cccs1	-1.2%	9%	0%	7%	-32%	x	0%
Cc1ccc(/C=N/N2C(=O)c3ccccc3NC2c2ccc(C)cc2)cc1 (configuration not stated)	0.0%	-15%[46.1 µM]	15%	0%	-26%	-10%	0%
Cc1[nH]nc(SCC(=O)NC2CCCC2)c1[N+](=O)[O-]	3.6%	20%	-8%	0%	-1%	x	-5%

Results in Epigenetic derep, NPSR antag and HTT aggregate, for some of the entries so far:
SMILES | Epigenetic derep | NPSR antag | HTT aggregate
NC(=S)NC1CCS(=O)(=O)C1 (configuration not stated) | -5.1% | 13% | -3%
CSc1nc(-c2ccccc2)[nH]c(=S)c1C(C)=O | 0.5% | -8%[46.1 µM] | -1%[9.22 µM]
O=C(Nc1nonc1NC(=O)c1cccs1)c1cccs1 | -1.2% | 9% | -32%
Cc1ccc(/C=N/N2C(=O)c3ccccc3NC2c2ccc(C)cc2)cc1 (configuration not stated) | 0.0% | -15%[46.1 µM] | -26%

Reformatted: 3 of the compounds above.
Every second line gives: Epigenetic derep | NPSR antag | IMPase Li cell | CBFb RUNX1 block | HTT aggregate | Lamin A splicing | KinaseGlo FLuc
CSc1nc(-c2ccccc2)[nH]c(=S)c1C(C)=O
→ 0.5% | -8%[46.1 µM] | 21%[38.3 µM] | 2% | -1%[9.22 µM] | 6% | 2%
O=C(Nc1nonc1NC(=O)c1cccs1)c1cccs1
→ -1.2% | 9% | 0% | 7% | -32% | x | 0%
Cc1ccc(/C=N/N2C(=O)c3ccccc3NC2c2ccc(C)cc2)cc1 (configuration not stated)
→ 0.0% | -15%[46.1 µM] | 15% | 0% | -26% | -10% | 0%
